From PubChem BioAssay
14-3-3 Bad inh = inhibitors of 14-3-3 zeta/Bad binding, primary screen, biochemical, TR-FRET, bovine 14-3-3 zeta | AID 781, 2007 | hit rate 0.71% among 220,000 | TR-FRET 14-3-3zeta/Dy647-pBad peptide displacement, 1 h | 14-3-3 protein zeta/delta (Bos taurus), P63103 | inhibition, % at 21.7 µM;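 active = inhibition above about 70%, limit read from the data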;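 also: 0% = full 14-3-3 plus peptide FRET controls and 100% = background without 14-3-3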
KLK5 inh = human KLK5 protease inhibitors, primary screen, biochemical, 1536-well; recombinant hK5, fluorogenic AMC substrate cleavage; inhibition, % at 5 µM; Kallikrein-5 (Homo sapiens), Q9Y337; AID 873, 2007; hit rate 0.59% among 210,000;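 active = inhibition of 40% or more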;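 also: 0% = enzyme controls without compound and 100% = no-enzyme blanks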
Target sequence (Q9Y337 67-293 limits assumed): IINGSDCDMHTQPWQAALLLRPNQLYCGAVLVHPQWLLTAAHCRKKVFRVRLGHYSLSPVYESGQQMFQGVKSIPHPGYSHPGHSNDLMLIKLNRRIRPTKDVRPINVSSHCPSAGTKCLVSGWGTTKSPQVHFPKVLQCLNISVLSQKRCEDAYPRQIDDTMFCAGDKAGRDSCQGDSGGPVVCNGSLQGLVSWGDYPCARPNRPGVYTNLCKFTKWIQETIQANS
p97 ATPase inh = inhibitors of human p97 ATPase, primary screen, biochemical; Transitional endoplasmic reticulum ATPase (Homo sapiens), P55072; recombinant p97 ATPase, Kinase-Glo ATP luminescence, 3 h; inhibition, % at 8 µM; hit rate 0.42% among 220,000; in the data active = inhibition above about 15%;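 also: 0% = DMSO vehicle and 100% = wells lacking enzyme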
FXIIa inh = human FXIIa protease inhibitors, primary screen, biochemical, 1536-well; Coagulation factor XII (Homo sapiens), P00748; purified FXIIa, Boc-QGR-AMC fluorogenic substrate, 2 h; inhibition, % at 5 µM; hit rate 0.3% among 220,000; in the data active = inhibition above about 40%;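 also: 0% = enzyme with no compound and 100% = blank without enzyme; many of its hits are not listed in these tables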
MDM2 E3 inh = MDM2-luciferase reporter signal enhancers, primary screen, MDM2 E3 ligase inhibitor project, cell-based, luminescence, 1536-well | hit rate 0.11% among 210,000 | cell-based MDM2 ubiquitination luciferase reporter, 2 h; 0 = plate control, 100 = twice control, blank-subtracted | E3 ubiquitin-protein ligase Mdm2 (Homo sapiens), Q00987 | signal enhancement, % at 5 µM;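 active = signal enhancement of 30% or more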;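 also: luminescence tracks abundance of the self-degrading MDM2-luciferase fusion protein; higher signal means inhibition of MDM2 E3 ligase activity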
Target sequence (Q00987 whole entry, looked up, the tested form may be a part): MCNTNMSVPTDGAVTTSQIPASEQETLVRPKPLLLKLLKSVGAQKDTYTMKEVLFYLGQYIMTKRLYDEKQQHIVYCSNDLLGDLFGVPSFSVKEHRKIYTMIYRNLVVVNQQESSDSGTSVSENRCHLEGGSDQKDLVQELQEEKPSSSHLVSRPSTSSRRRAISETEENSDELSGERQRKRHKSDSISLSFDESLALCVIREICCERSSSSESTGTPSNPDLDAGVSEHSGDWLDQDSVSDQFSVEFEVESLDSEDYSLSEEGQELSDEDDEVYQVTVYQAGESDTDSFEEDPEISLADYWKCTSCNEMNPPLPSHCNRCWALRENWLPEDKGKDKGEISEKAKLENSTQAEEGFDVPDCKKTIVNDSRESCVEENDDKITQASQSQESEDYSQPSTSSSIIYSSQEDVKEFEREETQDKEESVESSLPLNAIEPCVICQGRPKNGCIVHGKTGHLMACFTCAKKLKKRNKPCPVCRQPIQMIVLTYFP
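Buffer or medium: Cells held in DMEM | Assay system: Stable mammalian line carrying autodegrading MDM2–luciferase fusion reporter | Quantity: 2000 cells/well | Times: 4 h settle plus 2 h compound, 37 °C | Doses: One concentration, 5 µM, with 0.2% DMSO | Technique: Luminescence with SteadyLite reagent, 15 min at room temperature | Benchmarks: Plate controls and plate blanks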
eIF4E-4G inh = eIF4E–eIF4G protein interaction inhibitors, primary screen, biochemical, uHTS, TR-FRET, eIF4GI fragment; hit rate 0.37% among 220,000; AID 782, 2007; Eukaryotic translation initiation factor 4E (Mus musculus) + Eukaryotic translation …; inhibition, % at 21.7 µM; TR-FRET eIF4E-eIF4GI(517-606) binding, 2 h;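 active = inhibition above about 30%, limit read from the data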;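 also: 0% = full FRET control wells and 100% = background wells lacking eIF4GI fragment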
Rad51 HR inh = human RAD51 strand exchange inhibitors, primary screen, biochemical, fluorescence | AID 1385, 2008 | hit rate 0.085% among 200,000 | hRad51 DNA strand exchange, fluorescence dequenching | inhibition, % at 10 µM | DNA repair protein RAD51 homolog 1 (Homo sapiens), Q06609;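 active = inhibition above 40% at the single screening dose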;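 also: 0% = DMSO control wells and 100% = blanks with heterologous ssDNA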
Target sequence (Q06609 whole entry, looked up): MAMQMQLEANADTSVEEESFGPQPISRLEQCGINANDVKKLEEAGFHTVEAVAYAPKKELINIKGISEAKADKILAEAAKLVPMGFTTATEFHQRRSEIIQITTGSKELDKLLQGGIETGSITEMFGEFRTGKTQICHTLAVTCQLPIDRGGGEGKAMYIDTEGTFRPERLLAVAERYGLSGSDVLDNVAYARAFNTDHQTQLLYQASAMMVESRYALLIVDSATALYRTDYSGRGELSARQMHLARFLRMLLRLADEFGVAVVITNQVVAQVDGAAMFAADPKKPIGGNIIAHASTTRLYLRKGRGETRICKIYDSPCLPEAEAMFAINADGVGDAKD
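Assay system: Human Rad51 nucleoprotein filaments preassembled on unlabelled ssDNA | Reagent: Donor/quencher-labelled 47-bp dsDNA substrate | Doses: One concentration, 10 µM final | Times: 37 °C 15-min filament assembly, 30-min compound preincubation, 15-min exchange | Technique: Fluorescein emission 520 nm, excitation 485 nm | Benchmarks: Plate control and blank wells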
Wee1 degr inh = Wee1 degradation inhibitors, primary screen, cell-based, HeLa, Wee1K328M-luciferase, luminescence; reporter increase, % at 5 µM; hit rate 1.2% among 220,000; Wee1-like protein kinase (Homo sapiens), P30291; HeLa Luc-Wee1K328M stability; 100% = proteasome inhibitor MG132 effect;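 active = activation above the mean of all tested compounds plus 3 SD, set per screening run, cut at about 8.8% in these data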;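 also: cells exposed to compound for 20 h before luminescence read; 0% = DMSO alone and 100% = MG132 at 30 µM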
FXIa inh 1536 = human FXIa protease inhibitors, primary screen, biochemical, 1536-well; purified FXIa, Boc-Glu-Ala-Arg-AMC fluorogenic substrate; hit rate 0.14% among 220,000; inhibition, % at 5 µM; AID 798, 2007; Coagulation factor XI (Homo sapiens), P03951;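 active = inhibition of at least 40%; inactive = inhibition below 40%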;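 also: fluorescence of freed AMC excited at 355 nm; 0% = enzyme without compound and 100% = no enzyme blank; many of its hits are not listed in these tables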
Numbers without * were called inactive; . = no result given; [ ] = another dose, or the depositor's remark. Hits appear at their usual frequency, and some 3.5% of all compounds hit somewhere here.

SMILES	14-3-3 Bad inh	KLK5 inh	p97 ATPase inh	FXIIa inh	MDM2 E3 inh	eIF4E-4G inh	Rad51 HR inh	Wee1 degr inh	FXIa inh 1536
COc1ccccc1/C=C/C=N/NC(=O)CCn1cnc2ccccc21	-3.3	0.5	2.8	4.9	-10.8	-4.7	7.7	1.2	-2.4
CCC(=O)Nc1ccccc1C(=O)OCC(=O)c1ccccc1	-1.3	-5.2	-1.6	10.0	-0.5	5.6	4.9	2.2	-3.8
CC(=O)CSc1nnc(CN2C(=O)CSc3ccc(C(F)(F)F)cc32)n1C	-12.0	-3.6	-1.6	13.8	-20.4	-4.6	15.0	2.7	0.4
CCC(=O)N(Cc1cc2c(C)ccc(C)c2[nH]c1=O)C1CCCCC1	-2.2	-2.6	-7.6	12.8	6.0	0.6	-4.1	-3.5	2.9
O.O.O.O=S(=O)([O-])OC[C@H]1O[C@@H](O[C@]2(COS(=O)(=O)[O-])O[C@H](OS(=O)(=O)[O-])[C@@H](OS(=O)(=O)[O-])[C@@H]2OS(=O)(=O)[O-])[C@H](OS(=O)(=O)[O-])[C@@H](OS(=O)(=O)[O-])[C@@H]1OS(=O)(=O)[O-].[Al]	-3.0	10.7	-0.8	8.5	.	-0.6	-2.1	-2.5	12.9
CCOC(=O)c1c(-c2ccccc2)n(C)c2ccc(O)cc12	-3.1	12.1	-4.1	11.6	-2.5	3.0	2.9	0.9	-2.1
O=C(N/N=C/c1cc(Br)ccc1O)c1ccccc1Cl	-1.9	-17.6	6.3	9.0	-10.3	2.2	6.5	-3.4	-2.1
COc1ccc(Nc2nc3ccc(OC)cc3s2)cc1	-11.4	-3.2	0.8	6.7	-3.2	-0.3	1.7	-1.9	-2.6
COc1ccc(C(=O)NCc2ccc3c(c2)OCO3)cc1S(=O)(=O)NCc1ccc(Cl)cc1	-6.0	-29.1	1.5	12.9	-6.1	5.5[fluorescence artefact?]	1.1	-1.9	3.4
O=c1[nH]c2cc(Cl)ccc2n1-c1ccccc1	35.8	40.0	-1.2	12.4	-11.0	-8.0	-12.5	6.5	4.5
O=C(c1ccc(F)cc1)C1CCN(CCn2c(=S)[nH]c3ccccc3c2=O)CC1	0.8	.	5.8	.	.	3.0	-4.8	1.5	.
O=[N+]([O-])c1ccccc1S(=O)(=O)N1CCc2ccccc2C1	-6.0	-2.9	2.4	8.9	-7.5	-1.2	-5.8	0.8	-1.8
Cn1c(N2CCOCC2)cc(=O)n(C)c1=O	0.4	.	0.9	11.4	6.2	0.9	.	7.7	4.2
CC(=O)Nc1ccc(S(=O)(=O)NC(CC(=O)NCCC2=CCCCC2)C(C)C)cc1 (configuration not stated)	-2.1	-10.2	-4.3	18.9	-3.5	-2.7	4.9	1.1	1.5
Nc1cc(-c2ccco2)no1	-2.8	3.7	2.3	3.2	-6.5	-1.1	-6.0	0.4	-1.8
COc1cc(NC(=O)CN2CCN(c3ccccc3F)CC2)c(C)cc1[N+](=O)[O-]	9.1	-3.3	6.4	20.0	-14.2	-6.0	-4.8	-0.6	23.2
O=C1NC2(CCCCCC2)C(=O)N1CCS(=O)(=O)Oc1ccccc1	-7.2	-3.1	3.1	2.6	-6.0	-0.3	-11.1	6.3	-3.9
O=C(CNc1cccc2ccccc12)c1ccc([N+](=O)[O-])cc1	-6.2	-10.4	1.9	-7.9	-7.7	2.5[fluorescence artefact?]	4.2	-3.3	-14.1
COC(=O)c1ccc(C(=O)OC)c(NC(=S)N2CCN(C(=O)C3CCCO3)CC2)c1 (configuration not stated)	-7.3	0.9	7.5	5.3	-4.9	-2.4	.	-0.5	0.0
Cc1cc(Br)cc(C)c1OCCCCN(C)C	33.6	0.3	2.1	8.7	-12.5	1.0	2.0	0.8	-3.2
COc1ccc(CCNS(=O)(=O)c2ccc(N3CCCC3=O)cc2)cc1	6.3	-11.6	1.7	11.8	1.6	3.7	-5.9	-0.4	6.4
COc1ccc(-c2nc3n(n2)C(c2cccnc2)C(C(N)=O)=C(C)N3)cc1 (configuration not stated)	-10.2	31.5	5.4	21.9	-29.5	7.5	-4.4	3.4	13.6
COC(=O)c1c(C)nn(-c2ccc(F)c(Cl)c2)c1-c1cc(C)on1	-1.6	21.5	3.9	1.9	-19.3	2.0	-1.8	-2.2	-6.9
Cc1cc(C)n(-c2ccc(C(=O)Nc3cc(S(=O)(=O)N(C)C)ccc3Cl)cc2)n1	11.2[fluorescence artefact?]	-3.6	-5.4	0.2	-6.0	2.7	6.6	1.7	-2.8
C[C@H](NC(=O)NCCc1ccccc1)C(=O)O	0.3	-13.4	6.6	1.6	20.8	0.1	-1.8	-4.3	0.3
O=C(N/N=C/c1ccccc1Br)c1ccc(CSc2cccc3cccnc23)cc1	1.3	-30.7	7.1	9.1	-16.6	-36.3	-3.9	2.6	-8.2
CSc1ccc(C#N)cc1NC(=O)c1ccccc1	-10.9	-17.9	1.8	-5.3	-20.1	-6.0	15.5	2.5	-3.5
O=C1NC(=NCc2ccccc2)S/C1=C\c1ccccc1	-2.3[fluorescence artefact?]	-8.6	0.4	14.5	-2.9	-0.6	-6.9	-0.1	5.6
Cn1c(=O)c2c(nc(CN3CCC(C(N)=O)CC3)n2Cc2c(F)cccc2Cl)n(C)c1=O	-4.4[fluorescence artefact?]	-15.4	-0.3	2.3	-5.3	-10.7	-3.4	-1.2	0.3
Cc1c(-c2cc[n+]([O-])cc2)oc2ccc(Br)cc2c1=O	-14.1	-0.5	3.6	7.6	5.3	3.8	10.3	-0.4	0.3
CC1=NNC(=O)/C1=C\c1cn(-c2ccccc2)nc1-c1ccc(Cl)cc1	-14.9	6.7	-0.5	1.0	-4.6	2.6	-11.1	3.5	0.0
CCOC(=O)c1ccc(NC(=O)C2CCCO2)cc1 (configuration not stated)	-10.4[fluorescence artefact?]	-8.5	3.1	13.7	-14.7	-2.5[fluorescence artefact?]	-5.1	5.5	3.7
Cn1c(N)c(C(=O)COC(=O)COc2ccccc2C#N)c(=O)n(C)c1=O	-4.3	-0.7	1.7	2.6	-1.4	-0.9	-0.4	0.5	-2.6
CCCCN1CNC(=S)N(c2ccc(C(=O)OCC)cc2)C1	-8.4	-12.7	2.2	5.5	10.8	18.8	6.3	4.9	-0.4
CCOC(=O)N1CCN(C(=O)CSCC(=O)Nc2nc(-c3ccc(Cl)s3)cs2)CC1	1.7	-5.4	6.0	15.3	.	0.9	0.1	3.4	8.2
O=C(CSC1=NCCS1)N1CCN(c2ccc(Cl)cc2)CC1	-7.9[fluorescence artefact?]	8.4	-4.4	9.2	-9.6	1.9	1.9	2.0	2.1

The last three entries of the section before come first, to join the parts.
SMILES	14-3-3 Bad inh	KLK5 inh	p97 ATPase inh	FXIIa inh	MDM2 E3 inh	eIF4E-4G inh	Rad51 HR inh	Wee1 degr inh	FXIa inh 1536
CCCCN1CNC(=S)N(c2ccc(C(=O)OCC)cc2)C1	-8.4	-12.7	2.2	5.5	10.8	18.8	6.3	4.9	-0.4
CCOC(=O)N1CCN(C(=O)CSCC(=O)Nc2nc(-c3ccc(Cl)s3)cs2)CC1	1.7	-5.4	6.0	15.3	.	0.9	0.1	3.4	8.2
O=C(CSC1=NCCS1)N1CCN(c2ccc(Cl)cc2)CC1	-7.9[fluorescence artefact?]	8.4	-4.4	9.2	-9.6	1.9	1.9	2.0	2.1
CN(C(=O)COC(=O)CNC(=O)c1sc2ccccc2c1Cl)c1ccccc1	4.6[fluorescence artefact?]	-8.9	1.5	9.6	2.0	3.5[fluorescence artefact?]	-2.9	2.6	4.3
O=C(Cn1cnc([N+](=O)[O-])c1)Nc1cc(Oc2ccc(Cl)cc2Cl)cc([N+](=O)[O-])c1	3.4	-7.8	4.3	23.8	-27.8	-2.7	-1.0	0.3	26.5
N#Cc1cnn2c(N)c(-c3ccc(Cl)cc3)cnc12	-8.5	-10.9	4.1	2.6	-11.1	-1.6	-0.1	-3.7	-6.0
Cc1cccc(-n2c(C)cc(C)c(C#N)c2=O)c1	-9.4	-4.3	-3.3	6.2	-13.6	0.5	10.3	3.4	-5.9
CCC(=O)c1ccc(N2CCN(C(=O)c3ccc(F)cc3)CC2)c(F)c1	-2.9	-11.5	-2.0	2.6	-4.1	1.8	7.9	1.2	-5.8
COc1cc(NC(=O)COn2nnc3ccc(S(C)(=O)=O)cc32)cc(OC)c1	7.0	4.1	0.2	7.8	-7.9	-0.9	-8.6	-2.9	0.2
O=C(NCN1CCc2ccccc2C1)c1cnccn1	6.0	2.5	4.7	15.8	0.2	-7.4	-3.6	-1.8	11.5
CCOc1ccc(C2NC(=O)NC(C)=C2C(=O)OC)cc1C (configuration not stated)	3.5[fluorescence artefact?]	-7.8	-4.8	15.9	-4.8	-14.0[fluorescence artefact?]	.	-0.4	7.6
CCc1ccc(NC(=O)c2ccc3ncsc3c2)cc1	4.1	40.0*	-1.1	18.7	-24.1	-4.3	.	5.7	-0.9
Nc1nc(N2CCOCC2)n[nH]1	-1.1	2.5	17.2*	8.1	-4.2	2.1	-5.7	-1.3	1.2
O=C(c1cc(-c2ccc(O)cc2)on1)N1CCCc2ccccc21	-2.9	-7.8	-3.5	14.8	-11.8	-1.8	.	-0.6	2.8
COC(=O)c1cc(OC)c(OC)cc1NC(=S)N1CCN(C/C=C/c2ccccc2)CC1	-29.9	-12.9	0.9	13.9	0.6	1.3	4.9	4.5	1.1
Cc1[nH]n(-c2ccccc2)c(=O)c1N=Nc1ccc2c(c1)OCCO2	-6.8	-6.5	2.9	-8.2	-11.2	2.2	4.3	0.1	-2.5
CCn1cc(/C=N/NS(=O)(=O)c2ccc(C)cc2)c(C)n1	4.4	2.1	3.3	-7.5	-18.0	-0.7	.	3.3	4.6
CC1(C)CC(=O)C2=C(C1)N=C1SCCC(=O)N1C2c1ccc(C(F)(F)F)cc1 (configuration not stated)	10.1	-4.7	-3.4	12.5	-4.8	-0.1	-7.0	3.8	3.9
Cc1ccccc1C(=O)Nc1ccc(C(=O)N/N=C/c2ccncc2)cc1	-11.1	-16.1	3.9	1.0	-9.1	2.2	23.5	-0.6	-4.3
Cc1cnc(C(=O)OCc2ccc(COC(=O)c3cnc(C)cn3)cc2)cn1	-2.2	1.6	-2.8	11.4	-13.2	0.2	-5.3	-1.4	4.1
